TR-FRET SRC-2 ct = TR-FRET signal artefacts, primary screen, artefact control for PPARgamma SRC-2 agonist project, biochemical | TR-FRET ratio at 8 µM | TR-FRET artefact counter-screen; active compounds read high | 200,000 tested, 0.4% active; in the data active = TR-FRET ratio above about 2000; also: inactives centre near 1500
PPARg SRC-3 ag = PPARgamma agonists recruiting SRC-3 coactivator, primary screen, biochemical. activation, % at 8 µM. 200,000 tested, 0.26% active. biochemical PPARgamma/SRC-3 coactivator recruitment assay. AID 731, 2007. Peroxisome proliferator-activated receptor gamma (Homo sapiens), P37231; in the data active = activation above about 23%;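 also: 0% = DMSO and 100% = reference agonist; some compounds past the cut are filed as inactive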
PPARg SRC-1 ag = PPARgamma agonists recruiting SRC-1 coactivator, primary screen, biochemical; PPARgamma-SRC-1 coactivator recruitment biochemical assay; AID 631, 2007; 200,000 tested, 0.41% active; Peroxisome proliferator-activated receptor gamma (Homo sapiens), P37231; activation, % at 8 µM; in the data active = activation above about 19%;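 also: 0% = DMSO and 100% = reference agonist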
PPARg SRC2 recr = agonists of PPARg-SRC-2 recruitment, primary screen, biochemical, HTS. activation, % at 8 µM. PPARgamma LBD-SRC-2 recruitment. Peroxisome proliferator-activated receptor gamma (Homo sapiens), P37231. 200,000 tested, 0.34% active; in the data active = activation above about 22%;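 also: 0% = vehicle and 100% = reference agonist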
ROMK mod = ROMK potassium channel modulators, primary screen, cell-based, thallium flux, MLSMR library; Tet-inducible ROMK, thallium flux fluorescence; actives lie on both sides; ATP-sensitive inward rectifier potassium channel 1 (Homo sapiens), P48048; B-score at 10 µM; 130,000 tested, 2% active;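 active = signal ratio slope over the read window, or its plate-corrected B-score, at least 3 SD from the plate mean, either direction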;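 also: B-score of the F/F0 ratio slope over 7 to 12 s after thallium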
STAT3 activator = IL-6 driven STAT3 reporter potentiators, primary screen, U3A cells, luciferase, luminescence, MLSCN library; IL-6 STAT3-luciferase reporter; 100% = signal with IL-6 EC80 alone; activation (% of control), % at 5.6 µM; 190,000 tested, 0.91% active; AID 871, 2007;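 active = activation above the screen-wide mean of compound activation plus 3 SD, cut at about 130% in these data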;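 also: 0% = background luminescence of wells with medium and substrate only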
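Test system: Human STAT1-deficient U3A cells with stable STAT3-luciferase reporter | Also added: Interleukin-6, 33 ng/mL | Timing: Compound pre-incubation 1 h before IL-6, then 6 h stimulation at 37 °C | Technique: Luciferase reporter luminescence | Read-out: Percent of IL-6-only median luminescence | Benchmarks: IL-6-only wells as 100% reference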
S1P3 antag = S1P3 receptor antagonists, primary screen, cell-based; CHO S1P3 NFAT-BLA reporter, FRET fluorescence, antagonist mode; inhibition, % at 4.98 µM; AID 485, 2006; 170,000 tested, 0.27% active;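 active = inhibition above the plate cutoff, the mean inhibition of test wells on that plate plus 3 SD, cut at about 28% in these data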;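 also: cells challenged with S1P at its EC80 of 0.8 µM; blue over green emission ratio from cleaved BLA substrate after 4 h stimulation; 0% = S1P-stimulated wells and 100% = unstimulated DMSO-only wells; some compounds past the cut are filed as inactive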
STAT1 blocker = STAT1 signaling inhibitors, primary screen, cell-based, HTS, luciferase reporter. NIH 3T3 STAT1-luciferase reporter, IFN-gamma, luminescence. inhibition, % at 5.5 µM. 200,000 tested, 0.35% active;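 active = inhibition above a set limit, the mean inhibition across all tested compounds plus 3 SD, cut at about 34% in these data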;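 also: 0% = IFN-gamma with DMSO and 100% = IFN-gamma with 300 µM nifuroxazide; values of inactives mirror those of a sister screen read the other way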
RAM inhibit = inhibitors of the yeast RAM network, primary screen, dse1pr::URA3 reporter, 5-FOA selection; S. cerevisiae dse1pr::URA3 reporter, 5-FOA growth OD615, 2 d; analog-sensitive cbk1-as2 kinase mutant strain; inhibition, % at 50 µM; 190,000 tested, 1.8% active; AID 868, 2007;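 active = inhibition above a set limit, 3 SD over mean compound inhibition, cut at about 8.4% in these data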;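 also: 0% = DMSO-only wells with no growth and 100% = 10 µM 1-NA-PP1 full growth; inhibition rescues growth on 5-FOA so higher OD means more RAM inhibition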
TLR4 MyD88 comp = inhibitors of TLR4-MyD88 association in cells, primary screen, cell-based, HeLa CL3-4, BLA complementation, FRET ratio; HeLa CL3-4 TLR4/MyD88 BLA complementation; inhibition, % at 8.4 µM; Toll-like receptor 4 (Homo sapiens) + Myeloid differentiation primary response protein …; 200,000 tested, 0.18% active; AID 861, 2007; in the data active = inhibition above about 25%;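 also: 0% = vehicle and 100% = reference inhibitor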
Target sequence (O00206 whole entry, looked up): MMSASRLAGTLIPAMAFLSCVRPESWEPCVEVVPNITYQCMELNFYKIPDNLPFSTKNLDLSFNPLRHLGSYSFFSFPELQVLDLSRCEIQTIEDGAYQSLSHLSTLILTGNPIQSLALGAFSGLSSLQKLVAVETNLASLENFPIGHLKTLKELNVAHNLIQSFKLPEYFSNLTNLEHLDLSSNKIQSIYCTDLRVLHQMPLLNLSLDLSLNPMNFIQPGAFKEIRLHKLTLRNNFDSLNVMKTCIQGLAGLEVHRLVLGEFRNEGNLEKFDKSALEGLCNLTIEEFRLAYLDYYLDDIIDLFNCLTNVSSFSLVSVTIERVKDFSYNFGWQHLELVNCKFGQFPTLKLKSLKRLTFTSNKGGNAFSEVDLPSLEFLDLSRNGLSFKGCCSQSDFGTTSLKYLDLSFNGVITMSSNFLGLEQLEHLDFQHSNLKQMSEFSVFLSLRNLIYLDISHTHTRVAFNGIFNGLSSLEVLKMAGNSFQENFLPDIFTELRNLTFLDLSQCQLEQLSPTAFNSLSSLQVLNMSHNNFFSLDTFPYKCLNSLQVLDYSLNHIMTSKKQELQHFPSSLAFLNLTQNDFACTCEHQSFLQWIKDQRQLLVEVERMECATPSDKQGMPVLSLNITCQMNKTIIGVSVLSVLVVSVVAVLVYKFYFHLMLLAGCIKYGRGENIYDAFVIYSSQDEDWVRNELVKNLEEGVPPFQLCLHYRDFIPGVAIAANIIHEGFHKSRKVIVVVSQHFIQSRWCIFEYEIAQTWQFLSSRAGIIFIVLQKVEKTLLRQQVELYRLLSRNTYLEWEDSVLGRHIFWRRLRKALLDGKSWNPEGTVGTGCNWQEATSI
Target sequence (Q99836 whole entry, looked up): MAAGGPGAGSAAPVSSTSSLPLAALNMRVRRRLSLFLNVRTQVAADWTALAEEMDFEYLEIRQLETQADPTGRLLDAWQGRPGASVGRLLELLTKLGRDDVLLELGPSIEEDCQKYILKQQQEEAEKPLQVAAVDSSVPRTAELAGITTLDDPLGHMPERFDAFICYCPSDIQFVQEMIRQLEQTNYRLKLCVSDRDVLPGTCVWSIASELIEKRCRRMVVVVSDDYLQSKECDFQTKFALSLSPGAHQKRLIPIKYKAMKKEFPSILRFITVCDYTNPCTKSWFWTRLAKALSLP
STAT3 inh = IL-6 driven STAT3 reporter inhibitors, primary screen, U3A cells, luciferase, luminescence, MLSCN library; IL-6 STAT3-luciferase reporter; host cell line lacks STAT1; AID 862, 2007; inhibition, % at 5.5 µM; 190,000 tested, 0.89% active;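 active = inhibition above the mean inhibition across all screened compounds plus 3 SD, cut at about 44% in these data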;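 also: 0% = DMSO only wells and 100% = 100 µM nifuroxazide control wells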
Starred values were filed as active, the others as inactive; / = not tested or not shown; & = joins results of further samples.

SMILES,TR-FRET SRC-2 ct,PPARg SRC-3 ag,PPARg SRC-1 ag,PPARg SRC2 recr,ROMK mod,STAT3 activator,S1P3 antag,STAT1 blocker,RAM inhibit,TLR4 MyD88 comp,STAT3 inh
CC(C)(C)OC(=O)NCC(=O)NCC(=O)OCc1ccccc1,1549,1,1,-2,0.34,92,17,-5,2.3,-8,12
COC(=O)c1ccccc1NC(=O)Cn1nc2n(C)c3ccccc3n2c(=O)c1=O,1401,1,-5,7,/,97,1,-4,3.5,-4,-1
O=C1CCSc2cccc3cccc(c23)N1,1665,-9,2,6,0.13,97,-5,-2,1.2,8,8
Cc1ccc(NC(=O)c2ccc(OC(=O)CCN3C(=O)c4ccccc4C3=O)cc2)cc1,1410,4,3,-1,/,108,/,-31,2.7,4,-9
N#C/C(=C\c1c(N2CCCCC2)nc2ccccn2c1=O)C(=O)NCc1ccco1,1444,-1,-9,1,-0.55,100,6,4,0.0,4,-2
Cc1oc2nc(SCC(=O)NC3CCCCC3)nc(N)c2c1C,1584,6,0,-2,0.034,94,-5,-1,/,6,10
Cc1ccc(-c2nn(C)c(=O)c3ccccc23)cc1CNC(=O)c1ccco1,1703,-3,5,0,1.8,105,/,8,1.8,-4,-4
O=C1OCCN1C(=O)[C@H]1[C@H](c2ccc(F)cc2)C(c2ccc(F)cc2)=NN1c1ccccc1,1489,5,8,9,-0.18,105,-10,7,5.8,-3,-9
S=c1[nH]c2ccc3ccccc3c2[nH]1,1669,-1,4,1,0.39,96,-17,-4,-0.4,1,7
Cc1cc(C(=O)CSc2nncs2)c(C)n1Cc1ccco1,1522,1,4,-1,-0.47,67,-6,35*,1.0,6,43
N#C/C(=C(/O)CCCl)c1ccccn1,1644,0,1,3,-0.017,101,8,-5,-0.4,0,1
COc1ccc2nc(NC(=O)CSc3nnc(N)s3)sc2c1,1573,-2,-6,-7,/,102,5,-10,0.9,5,-3
O=C(/C=C/c1ccccc1)N1CCN(c2ccccn2)CC1,1597,5,-5,6,/,102,/,-12,1.2,7,9
Nc1c(C(=O)NCc2ccc(F)cc2)c2nc3ccccc3nc2n1CCCN1CCOCC1,1481,7,0,6,1.8,95,/,-10,5.8,-12,11
COc1cc(-c2nc(=S)[nH][nH]2)cc(OC)c1OC,1616,4,4,6,-0.047,105,2,-9,1.0,0,-4
FC(F)(F)c1ccc2c(c1)n(Cc1ccccc1)c1[n+]2CCCCC1,1608,4,9,5,-1.1,99,-3,11,-1.3,-8,1
Cc1cnc(NC(=O)CN2C(=O)C3CC=CCC3C2=O)s1 (stereo unspecified),1459,-7,3,4,0.86,104,-16,7,1.8,2,-1
Cc1ccc(S(=O)(=O)N(C)Cc2ccc(C(=O)N/N=C3\CCCC(=O)C3)cc2)cc1,1371,-1,-9,-3,0.23,105,1,-4,1.2,-8,-6
COC(=O)CNc1nc(OC)nc(N(C)C)n1,1704,8,-2,11,/,97,10,0,1.2,-3,8
Cc1nn(C)cc1CNC(=O)c1cc2n(n1)C(C(F)(F)F)CC(c1cccs1)N2 (stereo unspecified),1459,-2,3,3,-0.043,93,8,7,-1.0,-1,10
Cc1oc(-c2cccs2)nc1CN1CCN(Cc2ccc(F)c(F)c2)C(CCO)C1 (stereo unspecified),1527,-1,7,8,/,115,-7,-10,-1.3,-7,-12
COc1cccc(CN2CCC(C(=O)N3CCC(C)CC3)CC2)c1,1521,3,-5,1,-0.47,106,-13,-7,-0.2,-9,1
C/C(=N\NC(=O)C1CCCN(S(=O)(=O)c2ccccc2)C1)c1ccccn1 (stereo unspecified),1528,3,8,6,/,90,/,-2,-0.5,-7,18
OCC(CO)(CO)NCc1ccc(-c2ccccc2)cc1,1423,-2,1,7,/,102,-1,1,1.4,-11,0
COc1ccc2c(c1)c(CCN1C(=O)c3ccccc3C1=O)cn2C(=O)c1ccco1,1582,2,8,9,/,89,55*,1,0.1,0,19
CC1=C(C(=O)Nc2ccccc2)C(c2ccc(C)o2)N2C(=O)CSC2=N1 (stereo unspecified),1570,-3,7,-4,-0.053,99,-12,-3,2.4,-15,5
COc1ccc(NC(=O)COC(=O)C23CC4CC(CC(Cl)(C4)C2)C3)c(OC)c1,1686,3,12,0,-0.093,103,-19,-4,4.7,7,1
CCOC(=O)c1[nH]c2ccc(OC)cc2c1NC(=O)c1ccc2c(c1)OCO2,1610,0,-2,6,0.23,99,/,-1,5.5,-11,4
CN(C1=NC(=O)C(CC(=O)Nc2ccc(Br)cc2)S1)c1ccc(O)cc1 (stereo unspecified),1465,-8,-1,-2,-0.52,96,9,16,2.8,10,10
CCCn1c2ccccc2c2nnc(SCc3[nH]c(=O)[nH]c3C(=O)CCCCC(=O)OCC)nc21,1425,3,-3,13,/,101,11,11,0.9,12,-6
CCC(=O)Nc1ccc(NC(=O)c2ccc3c(c2)OCO3)cc1,1469,-3,4,4,1,89,/,1,5.0,10,12
Cc1ccc(/C=N/N2C(=O)c3ccccc3NC2c2ccc(C)cc2)cc1 (stereo unspecified),1569,2,5,-1,/,103,7,-31,1.6,-1,-3
Cc1nn(C(=O)c2nn(C)cc2Cl)c(C)c1Br,1590,-2,0,5,/,98,3,0,1.1,-3,2
CCC(C)(C)NC(=O)CN(C(=O)CNS(=O)(=O)c1ccccc1)c1ccccc1,1678,6,0,1,-0.036,101,8,0,4.0,2,5
CCc1nnc(NC(=O)C2CC(=O)N(Cc3ccccc3)C2)s1 (stereo unspecified),1581,7,8,3,-0.2,99,9,2,2.0,-2,5
COc1ccc(OC)c(C(=O)c2ccc(C(=O)N3CCCCC3)cc2)c1,1456,2,3,4,-0.13,100,11,-3,1.3,9,8
CCCCOc1ccc(-c2nnn(CC(=O)c3c[nH]c4ccccc34)n2)cc1,1448,1,-13,-15,/,82,/,0,3.7,-1,24
Cc1oc(-c2ccc(Cl)cc2)nc1CS(=O)CC(=O)NCCCN(C)C1CCCCC1 (stereo unspecified),1612,0,2,0,-1.6,110,5,0,2.9,-4,-13
CC(=O)Nc1ccc(NC(=O)C(C)c2cccc(C(=O)c3ccccc3)c2)cc1 (stereo unspecified),1569,9,8,2,-1.6,97,1,0,3.1,-10,8
O=C(NC1CCCCCCC1)c1cnccn1,1656,5,2,0,/,106,8,-6,3.9,4,-3
CCOC(=O)Cc1csc(NC(=S)NC(=O)c2ccccc2)n1,1483,0,2,0,-0.28,97,-5,4,3.0,-7,8
Cc1ccc(C)c(NC(=O)C2CCCN2C(=O)NC2CCCCC2)c1 (stereo unspecified),1428,3,2,-1,0.65,107,-14,3,0.8,4,-6
COc1ccc(NC(=O)CN(c2ccc([N+](=O)[O-])cc2)S(=O)(=O)c2ccccc2)c(OC)c1,1409,0,-4,-16,-1.5,100,1,3,4.3,-1,-3
CCc1sc(C(=O)Nc2ccc(F)cc2C)cc1C,1542,5,-1,-2,0.45,86,-25,-6,-0.5,-1,20
CN(CC(O)CN1CCOCC1)S(=O)(=O)O (stereo unspecified),1482,1,5,-2,0.024,92,5&6,-4,0.9,-29,14
Cc1ccc(Nc2nnc(SCC(=O)NCCN3C(=O)CSC3=O)s2)cc1,1460,0,-6,2,/,98,-4,-2,0.1,-16,-2
CCCc1nc(SCC(N)=O)[nH]c(=O)c1CC,1671,4,10,8,/,102,/,-7,2.4,1,2
Cc1ccc(NC(=O)COc2ccccc2C=O)cc1Cl,1492,0,-4,15,0.5,107,5,-113,0.8,1,-4
CN(C)CCCCOc1ccccc1F,1664,4,-2,-1,-0.33,98,-14,-7,0.5,-9,10
COc1ccc(OC)c(NC(=O)CSc2nnc(N)s2)c1,1802,7,8,23*,/,98,11,-7,1.1,14,5
COc1ccccc1NC(=O)[C@H](COCc1ccccc1)NC(=O)OC(C)(C)C,1460,0,-2,6,/,100,/,9,3.5,5,6
Cc1cccc(CSC2=NN3CCCC(=O)N=C3S2)c1,1641,1,-1,9,0.99,103,-9,-7,-0.5,-2,-4
